ALDH1A1 inh: ALDH1A1 (human) enzyme inhibition | P00352 | hit rate 7.3% among 220,000 | Purified ALDH1A1, NADH fluorescence, propionaldehyde substrate | Potency, µM (doses to about 75.3 µM), inactives show at the top dose activity, negative = inhibition, actives largely listed as inhibitors; active means well fitted inhibition curve with a large enough effect, not every such curve was filed as active; inconclusive means small, poorly fitted or top-dose-only effect, or another doubt; inactive means no such curve, though single readings can be large or run the other way;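 further: plate controls were no enzyme wells and a reference inhibitor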
Target sequence (P00352 whole entry, looked up): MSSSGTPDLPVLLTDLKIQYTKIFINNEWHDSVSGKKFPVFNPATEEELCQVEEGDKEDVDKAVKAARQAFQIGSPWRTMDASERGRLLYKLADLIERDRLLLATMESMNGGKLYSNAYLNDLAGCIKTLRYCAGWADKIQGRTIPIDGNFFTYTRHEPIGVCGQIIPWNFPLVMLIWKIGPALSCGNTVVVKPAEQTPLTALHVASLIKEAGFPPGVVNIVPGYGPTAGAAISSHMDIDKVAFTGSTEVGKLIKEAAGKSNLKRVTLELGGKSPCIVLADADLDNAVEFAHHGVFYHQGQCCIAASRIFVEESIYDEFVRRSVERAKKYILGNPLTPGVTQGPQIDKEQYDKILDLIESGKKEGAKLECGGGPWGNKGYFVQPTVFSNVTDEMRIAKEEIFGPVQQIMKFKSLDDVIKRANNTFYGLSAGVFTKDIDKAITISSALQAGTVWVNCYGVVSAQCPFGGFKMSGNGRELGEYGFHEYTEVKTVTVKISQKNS
RGS12 GoLoco inh: blocks human Gai1 binding to RGS12 GoLoco peptide, red readout | Gai1:RGS12 GoLoco peptide FP, rhodamine, 10 min | hit rate 0.44% among 230,000 | Potency, µM (top dose mostly 61.6 µM), for inactives: at the highest dose activity, negative = inhibition, hits mostly inhibitors | P63096 | AID 880; active means well fitted inhibition curve with a large enough effect, not every such curve was filed as active; inactive means no such curve, though single readings can be large or run the other way; further: on the % scale 0 is the no-effect control and ±100 the full control effect; nearly all actives have a fitted effect of over 30% in size; many of its hits are not listed in these tables
Target sequence (P63096 whole entry, looked up): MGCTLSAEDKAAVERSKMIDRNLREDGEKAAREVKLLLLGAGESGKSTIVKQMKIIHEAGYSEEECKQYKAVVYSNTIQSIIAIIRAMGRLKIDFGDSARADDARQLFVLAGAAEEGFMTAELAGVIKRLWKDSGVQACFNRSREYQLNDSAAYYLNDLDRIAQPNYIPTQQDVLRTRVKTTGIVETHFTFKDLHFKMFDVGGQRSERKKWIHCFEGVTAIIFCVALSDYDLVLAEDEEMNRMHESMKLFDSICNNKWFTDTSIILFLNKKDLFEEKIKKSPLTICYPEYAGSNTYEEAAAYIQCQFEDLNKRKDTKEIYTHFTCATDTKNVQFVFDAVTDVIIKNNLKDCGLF
JMJD2E inh: inhibitors of human JMJD2E histone demethylase; AID 2147; hit rate 1.6% among 230,000; Potency, µM (top dose mostly 57.1 µM), without a hit: top-dose activity change, negative = inhibition, usual class: inhibitors; JMJD2E catalytic domain, FDH-coupled NADH fluorescence (FDH is formaldehyde dehydrogenase); active means well fitted inhibition curve with a large enough effect, not every such curve was filed as active; inconclusive means small, poorly fitted or top-dose-only effect, or another doubt; inactive means no such curve, though single readings can be large or run the other way;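 further: 0% = wells with enzyme and -100% = buffer wells without enzyme; nearly all actives have a fitted effect of over 50% in size; many of its hits are not listed in these tables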
GAA spleen mod: lysosomal alpha-glucosidase (human) modulation; Potency, µM (top dose mostly 79.9 µM), inactives show top-dose activity change, negative = inhibition, actives largely listed as inhibitors; AID 2112; P10253; human spleen homogenate, 4-MU-alpha-glucoside fluorescence; hit rate 0.006% among 240,000;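 further: 0% = enzyme with vehicle and -100% = no enzyme basal signal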
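Human spleen homogenate (1 ug) incubated with compounds and 1 mM 4-methylumbelliferyl-alpha-D-glucopyranoside in pH 5.0 citrate/phosphate buffer, 37 C, 40 min. Stopped at pH 10; 4-MU fluorescence (Ex 365/Em 440 nm); AC50 by Hill fit.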
SMN2 splice up: increases expression of the SMN2 splice variant; HEK293 SMN2-luciferase splicing reporter, luminescence, 30-36 h; Potency, µM (doses to about 46.1 µM), for inactives: at the top dose activity change, positive = activation, most hits filed as activators; hit rate 2.8% among 210,000; AID 1458; further: % of control where 0% means no effect; nearly all actives have a fitted effect of over 55% in size
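qHTS luciferase splicing reporter: luminescence rises when SMN2 exon 7 is included in transfected HEK293 cells. Compound exposure lasted 30-36 h at 37C, with 4.5 mM final sodium butyrate as control, followed by a ONE-Glo read.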
GLA spleen mod: inhibitors or activators of human alpha-galactosidase in spleen homogenate; hit rate 0.008% among 240,000; human spleen homogenate, 4MU-alpha-Gal fluorescence, 40 min; AID 2107; P06280; Potency, µM (titrated, usually from 80 µM), for the others: at the top dose activity change, negative = inhibition, hits mostly inhibitors;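 further: 0% = enzyme with vehicle and -100% = no enzyme basal signal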
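Spleen homogenate 1 ug + cpd (titration) + 4-MU-alpha-D-galactopyranoside 1 mM; 37C 40 min; 50 mM citrate/phosphate pH 5.0, 0.01% Tween-20; stop pH 10; fluorescence 365/440; AC50 via Hill.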
GAA glycogen mod: GAA glycogen-cleavage inhibition or activation; recombinant GAA, glycogen substrate, Amplex Red glucose oxidase fluorescence; hit rate 0.38% among 300,000; AID 2100; P10253; Potency, µM (titrated, usually from 76.4 µM), for the others: at the highest dose activity change, negative = inhibition, usual class: inhibitors;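 further: 0% = full enzyme reaction and -100% = no-enzyme basal signal; the screen sought inhibitors and activators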
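Recombinant enzyme (4 nM final) with compounds titrated up to 77 uM and bovine liver glycogen (30 ug) in citrate pH 5.0, 0.01% Tween-20, 37 C 40 min. Released glucose detected by Amplex Red/glucose oxidase (Ex 573/Em 610); AC50 from Hill fits.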
GAA inh: alpha-glucosidase (human) inhibition. P10253. purified human GAA, 4-MU-alpha-glucoside fluorescence. Potency, µM (titrated, usually from 76.9 µM), for inactives: at the highest dose activity change, negative = inhibition, most hits filed as inhibitors. hit rate 0.005% among 200,000. AID 1466;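 further: plate controls were uninhibited enzyme wells for no effect and no-enzyme background for full effect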
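Enzyme (4 nM final) mixed with compound (up to 77 uM), then 4-MU-alpha-D-pyranoside (400 uM final) added; 20 min at room temperature, pH 5.0. Reaction stopped at pH 10, fluorescence read, AC50 derived by Hill fit.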
* = called active by the depositor; ? = inconclusive; nt = not tested or not shown; & = joins results of further samples; [ ] = remark or other dose. Unless noted, the call rests on the fitted dose curve; in most records, active means well fitted curve in the direction sought with a large enough effect; inconclusive means small, poorly fitted or top-dose-only effect, or another doubt; inactive means no such curve, though single readings can be large; an effect the other way counts as inactive or inconclusive. Potency means the concentration at half of the fitted maximal effect. This is a subset; count on the stated rates, not on these rows.

ALDH1A1 inh	RGS12 GoLoco inh	mol	JMJD2E inh	GAA spleen mod	SMN2 splice up	GLA spleen mod	GAA glycogen mod	GAA inh
nt	-8%	O=[N+]([O-])c1ccc(Oc2cccc(C(F)(F)F)c2)nc1	5%	4%	nt	0%	4%	nt
-4%	1%	C#CCOCCOCCOCCNc1nc(N2CCOCC2)nc(N2CCN(C(=O)[C@H](Cc3cc4ccccc4[nH]3)n3cc([C@@H](N)C(C)CC)nn3)CC2)n1 (stereo partly specified)	3%	0%	nt	5%	8%	nt
5%	3%	CC(NC(=O)C1CCCO1)c1ccccc1 (stereo unspecified)	0%	3%	8%	-1%	-7%	?
9%	-1%	O=C(C1CC1)N1CCc2cc(Br)cc(S(=O)(=O)N3CCOCC3)c21	2%	-6%	-2%	-5%	2%	-6%
2%	-6%	N#Cc1c(Nc2ccccc2)sc(C(=O)C2CC2)c1N	-12%	-5%	17%	1%	-13%	0%
-12%	2%	O=C(c1ccco1)N1CCC[C@@]2(CCN(Cc3ccccc3)C2)C1	nt	0%	-4%	-6%	nt	nt
7.9µM*	19%	CCOC(=O)CC1Sc2ccccc2NC1=S (stereo unspecified)	-25%	-1%	nt	-2%	-5%	-4%
6%	70%[activator]	COc1cccc(Nc2ncc3ncc(=O)n(C4CC4)c3n2)c1	nt	-17%	13%	-13%	nt	nt
-3%	-11%	COc1ccc(OCC(O)COc2ccc(OC)cc2)cc1	1%	-4%	1%	2%	-8%	-14%
?	6%	CN(C(=O)CCN1C(=O)C(C)(C)Nc2ccccc21)c1ccccc1	2%	-7%	nt	-3%	-20%	0%
13µM*	6%	Cn1c(N)c(C(=O)Nc2ccc3ccccc3c2)sc1=S	2%	-22%	?	-2%	4%	3%
12%	11%	CCC(C)(C#CCN1CCCCC1)OC(C)=O (stereo unspecified)	-8%	-4%	nt	4%	-11%	8%
2µM*	8%	CCN(CC)c1ccc(N=Cc2ccccc2[N+](=O)[O-])cc1	5µM*	-14%	-22%	0%	0%	0%
6%	4%	CSCCC(NC(=O)OC(C)(C)C)C(=O)NC(CC(C)C)C(N)=O (stereo unspecified)	5%	1%	-8%	0%	-8%	8%
?	4%	CCCC12CN3CC(C)(CN(C1)C3c1ccc(OC)cc1)C2=O (stereo unspecified)	1%	2%	6%	6%	7%	?
23%	-7%	COc1cccc(-c2nc3n(n2)C(c2ccc4c(c2)OCO4)C(C(N)=O)=C(C)N3)c1 (stereo unspecified)	?	1%	17%	8%	7%	-4%
6%	-11%	CN1CC(=O)N(CC(=O)NCCc2ccc(F)cc2)c2ccccc2C1=O	3%	2%	2%	4%	-9%	-3%
?	6%	NNC(=O)c1cccnc1Oc1ccccc1	-2%	4%	nt	10%	-3%	1%
-13%	6%	Cc1c(C(=O)NCc2ccccc2)cnn1-c1ccccc1	-2%	-17%	-2%	4%	4%	7%
?	-9%	Oc1ccc(Br)cc1-c1nc2cnccn2c1NC1CCCCC1	?	-2%	8%	-1%	?	-23%
16µM*	4%	Cc1ccc(S(=O)(=O)NCCCCCC(=O)Nc2nccs2)cc1	2%	-1%	-11%	-1%	-16%	-4%
-7%	-2%	O=C(c1ccc(Cl)cc1)C1CCN(C(=O)C2CC2)CC1	3%	0%	-27%	-1%	-1%	1%
1%	-3%	Cc1ccc(/C=N/N2CCN(c3ccc(Cl)cc3)CC2)o1	-3%	-15%	-17%	-20%	-9%	4%
-9%	4%	CCOC(=O)c1sc(NC(=O)CSc2nnc(C(C)C)n2C)nc1C	-17%	-1%	-12%	2%	2%	7%
15%	-3%	COc1cccc(C(=O)Nc2ccc(S(=O)(=O)Nc3onc(C)c3C)cc2)c1	5%	-3%	-5%	0%	6%	-3%
nt	-1%	COC1=C(Nc2ccccc2OC)C(=O)c2ccccc2C1=O	?	-6%	nt	5%	-11%	nt
-10%	-7%	Cc1ccccc1-n1c(SCc2c(C)noc2C)nnc1-c1c[nH]c2ccccc12	0%	3%	11%	-1%	0%	-11%
-6%	1%	Cc1cccc(C)c1N1CCN(C(=O)Nc2ccc3c(c2)OCCO3)CC1	-5%	-4%	-13%	0%	-8%	-7%
0%	15%	COCc1ccc(C(=O)N2CCc3c([nH]c4ccccc34)C2c2ccccn2)s1 (stereo unspecified)	1%	3%	1%	-1%	5%	7%
?	-1%	CN(CC(=O)N1CCCC1)S(=O)(=O)c1ccc2ccccc2c1	-1%	-2%	2%	-9%	-5%	?
-1%	1%	CC1(C)CC(=O)C2=C(C1)Nc1ccccc1NC2c1ccc2c(c1)OCO2 (stereo unspecified)	-15%	-4%	-8%	-16%	-3%	1%
?	-5%	CC1=CC(C)(C)N2C(=O)C3(C(C#N)=C(N)OC4=C3C(=O)CC(C)(C)C4)c3cccc1c32 (stereo unspecified)	-3%	3%	-9%	6%	3%	-2%
0.79µM*	4%	Cc1cccc(NCCC(=O)c2ccc(Br)cc2)c1	-4%	2%	-23%	4%	-3%	-7%
15%	nt	Cc1ccc(-c2csc(NC(=O)CCCc3cccs3)n2)cc1	-2%	-1%	nt	0%	-3%	-1%
-9%	6%	CN(C)S(=O)(=O)N1CCC(Oc2ccc(C(=O)NC3CCCCC3)cc2)CC1	4%	-2%	nt	9%	4%	-25%
22%	2%	Cc1nc2ncnn2c(C)c1Cc1ccc(Cl)cc1F	0%	7%	3%	1%	1%	4%
-7%	-2%	O=C(NCCN1CCOCC1)c1cc(Sc2ccccc2Cl)nc2ccccc12	-20%	3%	-11%[1.84 µM]	7%	5%	3%
0%	3%	Nn1c(SCc2cc([N+](=O)[O-])cc3c2OCOC3)nnc1-c1cccnc1	10%	-2%	6%	3%	3%	?
?	0%	CCc1c(C(=O)N/N=C/c2cn[nH]c2-c2ccc(F)cc2)csc1C	-3%	-2%	6%	0%	-2%	?
?	-3%	CC(OC(=O)C1CSC2(c3ccc(F)cc3)CCC(=O)N12)C(=O)NC(N)=O (stereo unspecified)	-13%	0%	9%	-2%	6%	-4%
1%	-11%	CC(=O)c1cccc(NC(=O)CSCc2ccc(Br)cc2)c1	4%	-1%	-2%	2%	7%	-5%
?	2%	Cc1ccc(N(CC(=O)Nc2ccc3c(c2)OCCO3)S(=O)(=O)c2c(C)n[nH]c2C)cc1	1%	-16%	-5%	-9%	8%	-13%
0%	8%	O=C(Nc1ccc(Cc2ccncc2)cc1)C1CC1	-2%	-21%	-9%	?	-1%	-9%
?	-12%	CC(/C=C/c1ccccc1)=N/NC(=O)c1nc2nc(C)cc(C)n2n1	?	6%	-11%	-1%	3%	3%
?	5%	CC1=C(C(=O)Nc2ccccc2F)C(c2ccsc2)C2=C(CC(c3ccccc3)CC2=O)N1 (stereo unspecified)	?	2%	-4%	?	-13%	11%
5%&6%	48%&9%[activator]	CCN1C(=O)N[C@@H](c2ccc(Br)cc2)C(C(=O)OC)=C1C	7%&-3%	-2%&0%	-10%&-19%	-2%&-13%	2%	0%[15.4 µM]
nt	10%	N#CCSc1nnc(SCC#N)s1	2%	-5%	nt	-2%	5%	nt
7%	0%	COc1nonc1NC(=O)CSc1nc2ccccc2[nH]1	2%	0%	3%	1%	6%	1%

Retrieved by compound from the entries so far, 3 records:
ALDH1A1 inh	RGS12 GoLoco inh	mol	JMJD2E inh	GAA spleen mod	SMN2 splice up	GLA spleen mod	GAA glycogen mod	GAA inh
nt	-8%	O=[N+]([O-])c1ccc(Oc2cccc(C(F)(F)F)c2)nc1	5%	4%	nt	0%	4%	nt
5%	3%	CC(NC(=O)C1CCCO1)c1ccccc1 (stereo unspecified)	0%	3%	8%	-1%	-7%	?
-7%	-2%	O=C(c1ccc(Cl)cc1)C1CCN(C(=O)C2CC2)CC1	3%	0%	-27%	-1%	-1%	1%

(more compounds)
ALDH1A1 inh	RGS12 GoLoco inh	mol	JMJD2E inh	GAA spleen mod	SMN2 splice up	GLA spleen mod	GAA glycogen mod	GAA inh
?	-6%	Nc1c(N)c2ccccc2oc1=O	?	-5%	3%	-19%	7.1µM*	-13%
?	nt	CCN(CC)CCCNC(=O)c1cc(-c2cccc(Cl)c2)on1	-4%	-3%	nt	0%	1%	-6%
22µM*	96%[activator]	CCn1c(SCC(=O)Nc2sc3c(c2C(N)=O)CCC(C)C3)nnc1-c1ccco1 (stereo unspecified)	-27%	-10%	-7%	0%	-12%	0%
13%	6%	CCN(CC)C(=O)C(=O)c1cccn1-c1cccc(-n2cccc2C(=O)C(=O)N(CC)CC)c1C#N	1%	-5%	7%	2%	1%	-28%
nt	6%	CCCOc1ccc(/C=N/NC(=O)CN(c2ccc(OCC)cc2)S(C)(=O)=O)cc1	-2%	5%	nt	4%	-1%	nt
?	-3%	CCSc1nnc(NC(=O)CCc2ccc(OC)cc2)s1	0%	-2%	20%	-4%	1%	0%
3.5µM*	-19%	NC(=O)N1CCC2(CC1)NC(=O)N(c1ccccc1)N2	?	4%	-14%	-3%	?	-5%
?	15%	Cc1ccn2cc(CCNC(=O)C3CCCCC3)nc2c1	?	-1%	-5%	3%	1%	1%
5%	-1%	COc1ccc(C(=O)NNC(=O)CSc2nnc(C)n2C)cc1	5%	4%	-20%	5%	20%	?
-2%	13%	OCC1(Cc2ccccc2C(F)(F)F)CCN(Cc2ccc3c(c2)CCO3)CC1	?	5%	nt	2%	-7%	-1%
nt	4%	Nc1c(C(=O)Nc2ccccc2F)sc2nc(-c3cccnc3)ccc12	-7%	0%	nt	0%	0%	nt
?	-10%	CCCN(C(=O)c1cccs1)c1nnc(-c2ccncc2)s1	6%	-10%	3%	1%	3%	1%
